# MEKK2 mut-MEK5: signal of MEK5 binding to mutant human MEKK2 PB1 domain | bead flow cytometry, Alexa488-MEK5 binding to MEKK2 mutant | percent response, % at 10 µM | hit rate 0.35% among 290,000 | AID 1530; in the data active = percent response above about 24%, passing the limit was not always enough; also: inactives centre near 1; some results filed as inactive read as strong as hits
# NALP1 yeast inh: inhibitors of NALP1 inflammasome in yeast; S. cerevisiae NALP1/ASC/caspase-1 growth, X-gal OD620, 72 h; inhibition, % at 10 µM; hit rate 0.61% among 280,000; AID 2071; in the data active = inhibition mostly above about 24%, no sharp cut-off; inactive = mostly below about 32%; also: some compounds called inactive have numbers as strong as hits
# GalR3 antagonist: blocks the human galanin receptor 3; inhibition, % at 3 µM; AID 651719; HEK293 GalR3-CNG cAMP membrane potential fluorescence; galR3 body fused to GalR1 C-terminus; O60755; hit rate 0.44% among 360,000;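 active = inhibition above the screen-wide average plus 3 SD, cut at about 13% in these data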;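 also: forskolin and galanin both at EC90 stimulate the cells; cAMP rise reported by CNG channel membrane potential dye signal; 0% = forskolin plus galanin with DMSO and 100% = forskolin alone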
# OXTR potentiator: potentiators of human oxytocin receptor; CHO-OTR cells, Fluo-8 calcium fluorescence, potentiator mode; 0% = oxytocin EC15, 100% = EC100; hit rate 0.061% among 320,000; activation, % at 3 µM;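 active = activation above that plate's cutoff, the mean activation of tested compounds plus 3 SD, cut at about 6.6% in these data, passing the limit was not always enough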;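 also: 100% uses oxytocin at 75 nM as the full agonist control; some results filed as inactive read as strong as hits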
# Target sequence (P30559 whole entry, looked up): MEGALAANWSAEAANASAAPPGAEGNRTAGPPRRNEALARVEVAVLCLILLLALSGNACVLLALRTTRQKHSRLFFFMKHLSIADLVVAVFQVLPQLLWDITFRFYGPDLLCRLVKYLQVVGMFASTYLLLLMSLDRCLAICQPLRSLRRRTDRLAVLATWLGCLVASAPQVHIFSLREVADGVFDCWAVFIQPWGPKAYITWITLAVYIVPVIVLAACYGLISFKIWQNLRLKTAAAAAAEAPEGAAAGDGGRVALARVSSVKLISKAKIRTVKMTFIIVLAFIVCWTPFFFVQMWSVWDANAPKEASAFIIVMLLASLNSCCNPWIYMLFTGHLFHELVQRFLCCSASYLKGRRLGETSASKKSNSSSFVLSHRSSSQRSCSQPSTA
#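 Material: human OTR in CHO cells. Compound: 3.0 µM, one dose. Timing: compound 6 min at room temperature before oxytocin, 100 s read. Evaluation: % activation of max/min ratio relative to oxytocin controls. Replication: single well per compound, singlicate. Signal: Fluo-8 calcium dye fluorescence.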
# OXTR ag: human OXTR agonism. P30559. CHO-OTR cells, Fluo-8 calcium fluorescence; normalized: DMSO 0%, oxytocin 100%. activation, % at 3 µM. hit rate 0.32% among 320,000;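 active = activation above the mean of all tested compounds plus 3 SD, cutoff set per screening run, cut at about 20% in these data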;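 also: peak over basal fluorescence ratio from a 100 s FLIPR kinetic read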
# V1aR counter: activates human V1a receptor in oxytocin agonist counter-screen | activation, % at 3 µM | CHO-V1R cells, Fluo-8 calcium fluorescence, agonist mode; 0% DMSO, 100% 3 nM vasopressin | hit rate 0.25% among 320,000 | P37288;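 active = activation above the mean activation of all tested compounds plus 3 SD, per screening run, cut at about 20% in these data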;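 also: signal is peak over basal fluorescence ratio across a 100 second FLIPR read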
# Target sequence (P37288 whole entry, looked up): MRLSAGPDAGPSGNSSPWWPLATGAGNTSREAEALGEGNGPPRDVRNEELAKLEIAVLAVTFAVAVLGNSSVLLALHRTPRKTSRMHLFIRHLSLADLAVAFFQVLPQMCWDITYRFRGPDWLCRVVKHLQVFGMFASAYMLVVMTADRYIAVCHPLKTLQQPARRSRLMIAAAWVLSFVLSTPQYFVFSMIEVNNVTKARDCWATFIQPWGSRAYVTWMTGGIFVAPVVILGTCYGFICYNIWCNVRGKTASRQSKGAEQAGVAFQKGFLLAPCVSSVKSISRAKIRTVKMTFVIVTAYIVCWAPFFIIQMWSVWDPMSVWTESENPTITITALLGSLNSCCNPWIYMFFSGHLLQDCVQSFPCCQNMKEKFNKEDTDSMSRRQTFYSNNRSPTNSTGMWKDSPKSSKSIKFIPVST
# GPR7 antag: human neuropeptides B/W receptor 1 antagonism; P48145; GPR7-expressing cells, fluorescence antagonist assay; inhibition, % at 4.4 µM; hit rate 1.1% among 290,000; AID 1861; in the data active = inhibition above about 16%, passing the limit was not always enough;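 also: cells stimulated with the agonist NPW; 0% = agonist with vehicle and 100% = vehicle without agonist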
# PfM18AAP inh: blocks P. falciparum M18 aspartyl aminopeptidase | recombinant PfM18AAP, H-Glu-NHMec fluorogenic cleavage | inhibition, % at 7.35 µM | hit rate 1.2% among 290,000;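 active = inhibition above the campaign mean inhibition over all tested compounds plus 3 SD, cut at about 28% in these data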;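 also: 0% = plate median of test compound wells and 100% = 2 mM ZnCl2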
# MEKK2 WT-MEK5: raises or lowers MEK5 binding to wildtype human MEKK2 PB1 domain; binding response (% of control), % at 10 µM; bead flow cytometry, Alexa488-MEK5 binding to MEKK2 WT; actives lie on both sides; hit rate 1.1% among 290,000; AID 1531; Q9Y2U5; in the data active = binding response below about 67% or above about 130%
# The depositor's hits bear a star; . = not tested or not shown. Rows were taken by chance. Share with any hit: about 4.1%.
No.	canonical_smiles	GPR7 antag	GalR3 antagonist	OXTR potentiator	MEKK2 WT-MEK5	MEKK2 mut-MEK5	V1aR counter	PfM18AAP inh	OXTR ag	NALP1 yeast inh
1	CCC(Sc1ncnc2sc(C)c(C)c12)C(=O)OC (stereo unspecified)	-9	-1	1	98	1	-0.7	0	-2.9	10
2	O=C(NNS(=O)(=O)c1ccc(Br)cc1)c1csnn1	-3	-5	.	71	-12	.	30*	.	-11
3	CC(C)c1ccc(/C=N/NC(=O)c2nnn(-c3nonc3N)c2CN2CCOCC2)cc1	-11	-10	-6	101	-2	1.3	-1	-1.1	11
4	O=C(C1CCN(S(=O)(=O)c2ccccc2)CC1)N1CCN(c2ccccc2)CC1	9	-4	-8	97	-2	1.2	-5	0.5	8
5	COc1ccc(OC)c(NC(=O)c2cc(-c3ccc(C)cc3O)n[nH]2)c1	-5	-4	-10	98	-3	3.8	5	-1.0	10
6	COc1ccc(/C=C/C(=O)NCC(=O)N/N=C(/C)c2ccc(Cl)cc2)cc1	5	-1	0	99	-5	1.8	-13	0.2	32
7	CC(CC1C(C#N)=C(N)OC2=C1C(=O)CCC2)c1ccccc1 (stereo unspecified)	-1	-5	-2	89	-4	-1.1	8	-0.3	35
8	NS(=O)(=O)c1ccc(CCNC(=O)CN2CCCCC2)cc1	3	2	-14	93	-2	1.2	2	1.5	11
9	CCCC(=O)Nc1cccc(NC(=O)c2ccc3c(c2)OCO3)c1	1	-2	-5	115	6	0.7	-30	2.0	5
10	CN(Cc1c(F)cccc1Cl)C(=O)CCc1c[nH]c2ccccc12	3	-6	-13	94	-7	3.1	-6	0.0	11
11	O=C1CN(c2ccc(F)cc2)C(=S)N1c1ccccc1	12	-3	-12	101	7	-0.1	1	-1.2	0
12	COc1cc(CNCc2ccccc2Cl)ccc1OCC(=O)NC1CCCCC1	-9	-2	-9	106	8	3.4	-6	1.0	-1
13	CC(=O)Nc1ccc(NC(=O)CSc2nnc(-c3cc(C)[nH]n3)n2N)cc1	-7	3	-1	104	3	0.0	3	0.2	20
14	O=C(O)c1cccc(NC(=O)c2ccc3c(c2)C(=O)N(C2CCCCC2)C3=O)c1	-9	-4	-5	95	-3	-1.1	-1	-1.1	10
15	CP(=O)(COC(=O)c1ccccc1)COC(=O)c1ccccc1	-2	0	-5	105	3	0.5	-11	0.2	16
16	CCCC(=O)Nc1nc(C)c(C(C)=O)s1	7	8	4	95	-5	-0.7	15	0.0	10
17	CC(=O)OCC#CCSc1nc2ccccc2n1C	-9	-4	-1	102	0	0.0	5	-0.2	23
18	COc1ccc(N2C(=O)CCC(C(=O)N3CCCCC3)C2c2ccc(OC)c(OC)c2)cc1 (stereo unspecified)	-3	-2	-12	102	2	0.6	3	0.8	.
19	O=C(CN1CCCSc2ccccc21)N1CCN(S(=O)(=O)c2cccc(F)c2)CC1	.	2	-10	.	.	4.2	.	4.3	.
20	COc1ccccc1N(C)S(=O)(=O)c1ccc(Cl)c(C(=O)N2CCC(C(N)=O)CC2)c1	-7	-9	-4	89	-3	1.3	0	0.6	-2
21	CC(C)(C)OC(=O)N1CCC(CC2CC(c3cccc(Br)c3)=NO2)(C(=O)O)CC1 (stereo unspecified)	-6	-3	-9	92	-7	0.0	-2	-0.6	11
22	CC(NC(=O)COc1ccc(Oc2ccccc2)cc1)C(=O)O (stereo unspecified)	-7	-5	0	101	2	0.5	4	0.5	.
23	Cc1ccc(C(=O)Nc2ccc(C(F)(F)F)n(C)c2=O)cc1	-9	2	-4	85	-12	-0.1	-1	-0.3	4
24	NC(=O)CC(NC(=O)Cc1ccc(Cl)cc1)c1ccc(N2CCC(Cc3ccccc3)CC2)c([N+](=O)[O-])c1 (stereo unspecified)	-6	-8	-12	106	-3	-0.5	-3	-0.8	20
25	CCOC(=O)c1nn(-c2ccccc2Cl)c(=O)cc1OCC(=O)Nc1cccc(OC)c1	.	0	-3	.	.	-0.4	.	0.2	.
26	CC(=O)c1c(C)[nH]c(C(=O)OCC(=O)Nc2c(C)cccc2C)c1C	.	-4	-11	.	.	9.4	.	13	.
27	O=c1c(Cc2c(F)cccc2Cl)c(O)ccn1CCc1c[nH]c2ccccc12	-13	-3	-11	97	1	1.3	-8	-0.1	-17
28	COc1ccc(-c2cc(C)nc3nc(N)nn23)cc1	8	-2	-10	105	9	-0.7	4	-2.8	1
29	COc1ccc(NC(=O)CN2CCC(NC(=O)C3CCCCC3)CC2)cc1	-11	3	5	106	3	-0.5	-3	0.7	18
30	O=C(NCc1ccc(F)cc1)c1c(O)c2cccc3c2n(c1=O)CCC3	-7	-2	-24	.	.	-0.1	-3	-0.2	2
31	CCCCN1CC(=O)N2[C@H]3c4ccccc4OC[C@@H]3[C@H](C(=O)OCC)[C@]2(C)C1=O	.	-6	-1	.	.	-0.8	.	0.8	.
32	CS(=O)(=O)N1CCc2cc(-c3csc(NC(=O)C(c4ccccc4)c4ccccc4)n3)ccc21	0	-6	-5	94	-3	-0.7	-2	-0.4	5
33	Cc1ccnc(N2C(=O)c3ccccc3C2=O)c1	-8	-9	-2	105	3	1.0	-10	2.9	10
34	O=C(CSc1n[nH]c(-c2ccncc2)n1)Nc1ccc(Cl)c(Cl)c1	-11	3	-14	97	-7	6.8	-7	12	27
35	Cc1cccc(C(=O)O/N=C/c2ccc(Br)cc2)c1	-3	-7	-4	96	-10	-0.8	4	-0.5	-5
36	Cc1nc2sc(C(c3cccc(F)c3)N3CCOCC3)c(O)n2n1 (stereo unspecified)	-14	4	-10	105	4	-0.4	6	-0.8	-1
37	CCn1c(C(=O)O)c(CC(=O)Nc2ccccc2OC)c2ccccc21	-5	-7	-4	106	4	0.0	1	-0.4	-2
38	O=C(CN1C(=O)NC2(CCCCC2)C1=O)Nc1ccccc1N1CCCC1	.	0	1	.	.	-1.0	.	-1.4	.
39	CCC(CO)NCc1cc(OC)c(OCC(=O)NCCc2ccccc2)cc1Br (stereo unspecified)	-7	-2	-3	103	0	1.6	-7	2.9	22
40	O=C(O)CCC(=O)N1CCc2cc(S(=O)(=O)N(CCc3ccccc3)Cc3ccccc3)ccc21	-7	-3	-2	85	-1	0.6	-6	-1.9	10
41	O=C1C2ON(c3ccccc3)C(c3cccnc3)C2C(=O)N1c1ccc(Cl)c(Cl)c1 (stereo unspecified)	-8	-4	-1	102	4	-1.4	-5	-1.4	12
42	Cc1ccnc(N2C(=O)CSC2c2ccc(Cl)cc2)c1 (stereo unspecified)	-5	-11	-7	94	-2	-1.1	-2	-1.6	8
43	O=C(N/N=C/c1ccoc1)c1ccccc1Br	-1	3	.	99	-2	.	-8	.	6
44	CC(=O)Oc1ccc(/C=C2\C=C(c3ccc(C)cc3)OC2=O)cc1	-5	-10	-14	100	3	0.8	-1	1.3	15
45	CCCSc1nc(C)nc2c1c(=O)n(C)c(=O)n2C	-2	.	.	98	-2	.	1	.	33
46	Cc1ccc(C)c(OCCC(=O)NNC(=O)c2ccccc2F)c1	.	2	-2	.	.	-0.5	.	-0.3	.
47	C/C(=N\N1CCN(c2ccc(Cl)cc2)CC1)c1ccco1	-5	-1	-5	105	3	-0.1	-8	-3.1	45
48	C=C(C)COc1ccc(-c2[nH]ncc2-c2ccccc2)c(O)c1	-16	-1	-15	94	-1	-0.3	-2	-0.9	1
49	N#C/C(=C\c1c(N2CCCCC2)nc2ccccn2c1=O)C(=O)NC1CCS(=O)(=O)C1 (stereo unspecified)	-6	0	-2	98	-1	-0.1	-10	0.4	23
50	CCOC(=O)c1c(C)[nH]c(C)c1C(=O)CSc1nnc(-c2ccco2)n1Cc1ccccc1	-12	-4	-5	94	0	2.0	-3	-1.6	2
51	CCn1c(NCc2ccccc2Cl)nc2ccccc21	-10	-2	-6	106	6	0.2	3	0.7	16
52	COc1ccc(/C=N/NC(=S)Nc2ccccc2)cc1COc1cccc(C)c1C	-3	-2	-2	94	-4	0.3	-1	-0.2	.
53	CC(=O)OCc1c(COC(C)=O)[n+](=O)c2ccccc2n1[O-]	10	-4	-10	94	0	-0.5	-2	-0.2	25
54	C/C=C/C(=O)OCC(=O)Nc1cccc(S(=O)(=O)NC2=NCCCCC2)c1	5	-2	-1	.	.	0.4	0	-0.3	-21
55	CCC(C)(C)NC(=O)C(c1ccc(C)cc1)N(Cc1ccco1)C(=O)Cn1nnc2ccccc21 (stereo unspecified)	-11	3	1	108	1	2.6	1	-2.0	-3
56	Cc1ccc(C(=O)Nc2ccc(S(=O)(=O)Nc3ncccn3)cc2)cc1[N+](=O)[O-]	-16	-5	.	104	5	.	-8	.	11
57	O=C(NNC(=O)c1cccs1)c1ccc(S(=O)(=O)N2CCCCC2)cc1	-4	-6	-5	96	-3	0.8	3	-0.8	18
58	O=C(CCc1ccccc1)NCc1ccc(F)cc1	-6	-8	-3	108	8	-0.2	-10	-0.2	12
59	CCN(CC)C(=S)Nc1cc(C(=O)OC)ccc1C(=O)OC	6	-9	-6	97	-2	0.7	-3	-1.0	31
60	Cc1cccc(C)c1NC(=S)Nc1ccc(F)cc1	-6	-5	-3	106	3	0.6	5	-0.6	-7

# (further entries)
No.	canonical_smiles	GPR7 antag	GalR3 antagonist	OXTR potentiator	MEKK2 WT-MEK5	MEKK2 mut-MEK5	V1aR counter	PfM18AAP inh	OXTR ag	NALP1 yeast inh
61	O=C(COc1ccccc1Cl)Nc1ccc(S(=O)(=O)Nc2ccccn2)cc1	-11	-7	-9	105	5	4.8	2	6.9	10
62	O=C(NCCc1ccccc1)C(=O)NCC1OCCN1S(=O)(=O)c1ccccc1 (stereo unspecified)	-6	-4	-1	105	12	-0.9	-2	-0.2	.
63	CCOC(=O)C1=C(C)N=c2s/c(=C\c3ccc(OC(C)=O)cc3)c(=O)n2C1/C=C/c1ccccc1 (stereo unspecified)	0	-4	-3	96	-2	0.3	1	-0.3	23
64	CCC1CCCCN1C(=O)CCCc1ccccc1 (stereo unspecified)	-2	-11	1	99	4	0.3	8	-1.4	12
65	C=CCn1c2ccccc2c(=O)c2cc(C#Cc3ccccn3)ccc21	.	-7	-3	.	.	-0.3	.	-1.0	.
66	Fc1ccc(CSc2nnc(Cc3sc(-c4ccccc4)nc3-c3ccccc3)o2)cc1	3	-1	-1	105	3	2.4	-1	-0.3	-2
67	COC(=O)Nc1ccc2c(c1)ncn2C1CCCCC1	-10	-2	-4	95	-1	-0.1	1	0.0	4
68	O=C(O)CSCC(=O)Nc1ccc(C(=O)O)cc1	-5	-3	-11	106	8	0.1	-2	0.8	10
69	CC(C)C(=O)N1CCC2(CC1)Oc1ccc(Cl)cc1C(=O)C21CC(c2ccccc2)=NO1 (stereo unspecified)	.	-8	-13	93	3	0.6	.	-0.4	7
70	CN1CCN(C(=O)c2cc3nc(-c4ccc(Cl)cc4)cc(C(F)(F)F)n3n2)CC1	-5	-1	-5	91	-6	0.2	-4	-0.8	29
71	Cc1ccc(OCCSCc2nc3ccccc3[nH]2)cc1	-19	18*	-16	104	1	3.5	2	2.5	21
72	COc1ccc(N(Cc2ccccc2)C(=O)OC(C)(C)C)c(C(=O)N(C)OC)c1	.	-5	8	.	.	-1.1	.	-1.5	.
73	CCOCCCn1c(=S)[nH]c2cc(C(=O)NCCc3ccc(OC)c(OC)c3)ccc2c1=O	-21	-8	-6	101	0	2.4	-3	1.0	-6

# Assay outcomes (PubChem)
